# KB-3-1 cytotox = KB-3-1 parental cell cytotoxicity; KB-3-1 viability, CellTiter-Glo ATP luminescence, 72 h; Potency, µM (titrated, usually from 46.1 µM), inactives show top-dose activity change, negative = cytotoxic, usual class: cytotoxic; AID 1347075; 400,000 tested, 1.4% active; further: potency means the concentration at half of the fitted maximal effect; on the % scale 0 is the no-effect control and ±100 the full control effect; nearly all actives have a fitted effect of over 60% in size
#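 KB-3-1 cells, DMEM (no phenol red) + 10% FBS; compound by pin transfer, 72 h, 37 °C. Readout: CellTiter-Glo luminescence after 10 min. Data normalized, curve-fitted.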
# MCF10A rerep = inducers of DNA re-replication in MCF 10A breast cells | MCF 10A DNA re-replication, Hoechst nuclear intensity, 48 h | Potency, µM (series often up to 46.1 µM), inactives show at the top dose activity, positive = re-replication, actives largely listed as activators | 350,000 tested, 2.9% active; further: potency means the concentration at half of the fitted maximal effect; % of control where 0% means no effect; nearly all actives have a fitted effect of over 50% in size
# HT1080 IDH1KD tx = toxicity to HT-1080 IDH1 knockdown cells (counter line) | HT-1080 IDH1 knockdown viability, ATP luminescence, 48 h | Potency, µM (top dose mostly 46.1 µM), for inactives: at the top dose activity, negative = toxicity, actives largely listed as cytotoxic | 360,000 tested, 2% active | AID 686971;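 further: potency means the concentration at half of the fitted maximal effect; 0% = DMSO wells and -100% = cell-free medium wells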
#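 Cytotoxicity counter-line: IDH1KD HT-1080, 48 h, CellTiter-Glo. Curves classed by r2, magnitude and activity.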
# KB-V1 MDR tox = kills drug-selected multidrug resistant KB-V1 cells; KB-V1 MDR cells viability, CellTiter-Glo, 72 h; Potency, µM (titrated, usually from 46.1 µM), for the others: top-dose activity change, negative = cytotoxicity, most hits filed as cytotoxic; 400,000 tested, 3.4% active; further: potency means the concentration at half of the fitted maximal effect; on the % scale 0 is the no-effect control and ±100 the full control effect; nearly all actives have a fitted effect of over 60% in size
#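 In this primary screen, KB-V1 cells overexpressing P-gp are incubated with library compounds (lowest to highest concentration) for 72 h at 37 degrees C before a luminescent ATP viability read.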
# ATXN2 expr inh = inhibitors of ATXN2 expression; HEK-293 ATXN2-luciferase reporter, luminescence, 24 h; Potency, µM (doses to about 57 µM), for the others: at the top dose activity change, negative = inhibition, hits mostly inhibitors; 360,000 tested, 0.72% active; further: potency means the concentration at half of the fitted maximal effect; on the % scale 0 is the no-effect control and ±100 the full control effect; nearly all actives have a fitted effect of over 55% in size
#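 ATXN2-luciferase reporter cells (luciferase flanked by upstream and downstream ATXN2 gene portions) were treated 24 h at 37 °C with compounds at up to 57 uM. SteadyGlo luminescence gave expression; GF-AFC fluorescence gave viability.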
# HT1080NT lethal = kills 2HG-producing HT-1080-NT fibrosarcoma cells; HT-1080-NT fibrosarcoma viability, CellTiter-Glo ATP luminescence, 48 h; Potency, µM (series often up to 46.1 µM), for inactives: top-dose activity, negative = less viability, actives largely listed as cytotoxic; 360,000 tested, 1.6% active; AID 686970;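 further: NT is the 2HG producing partner of a matched IDH1 knockdown line; potency means the concentration at half of the fitted maximal effect; 0% = DMSO-treated cells and -100% = media-only wells without cells; nearly all actives have a fitted effect of over 55% in size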
#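 HT-1080-NT; 750 cells/well; 5% FBS RPMI; 48 h compound, 37 degrees C; CellTiter-Glo luminescence; curve fitting and curve-class assignment.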
# SW480 rereplic = induces DNA re-replication in SW480 colon adenocarcinoma cells. SW480 DNA re-replication, Hoechst DNA content imaging, 48 h. Potency, µM (top dose mostly 46.1 µM), for inactives: at the top dose re-replication activation, actives largely listed as activators. 340,000 tested, 1.8% active. AID 624297; further: potency means the concentration at half of the fitted maximal effect; % of control where 0% means no effect; nearly all actives have a fitted effect of over 55% in size
#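 Cells (250 per well) received 23 nL compound or DMSO by pin tool and were kept 48 hr at 37 C, 5% CO2. Nuclei were then stained with Hoechst for 40 min and scanned for DNA content.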
# S2 tox = cell viability loss in ATXN counter-screen; AID 651635; 400,000 tested, 0.49% active; S2 cells (HEK-293 line with an ATXN2-luciferase reporter) viability, CellTiter-Fluor protease fluorescence, 24 h; Potency, µM (top dose mostly 56.7 µM), most hits filed as cytotoxic; further: potency means the concentration at half of the fitted maximal effect; nearly all actives have a fitted effect of over 40% in size
# IL-1B inflam inh = blocks inflammasome-driven IL-1 beta release; 360,000 tested, 4.7% active; THP-1 LPS/ATP IL-1B secretion, AlphaLISA, 16 h; active compounds read low; activity change, % at 57.5 µM; in the data active means activity change below about -50%; inconclusive means mostly about -30% to -49%; further: on the % scale 0 is the no-effect control and ±100 the full control effect
#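 THP-1 cells pretreated 1 hr with compounds (up to 57.5 uM final), then stimulated with LPS (250 ng/mL final) plus ATP (1.25 mM final); secreted IL-1B measured by AlphaLISA after 16 hr, decreased signal indicating inhibition.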
# The depositor's hits bear a star; i = inactive; ? = inconclusive; . = no result given; [ ] = remark or other dose. Unless noted, the call rests on the fitted dose curve; in most records, active means well fitted curve in the direction sought with a large enough effect; inconclusive means small, poorly fitted or top-dose-only effect, or another doubt; inactive means no such curve, though single readings can be large; an effect the other way counts as inactive or inconclusive. An unsorted share of the library (roughly 11% active in at least one column).
Structure	MCF10A rerep	KB-V1 MDR tox	ATXN2 expr inh	S2 tox	HT1080 IDH1KD tx	HT1080NT lethal	IL-1B inflam inh	SW480 rereplic	KB-3-1 cytotox
Cc1cnc(C(=O)OCC(=O)N=c2sccn2Cc2ccccc2Cl)cn1	-9.3%	10.4%	2.2%	i	1.1%	-1.3%	29.9	-2.2%	2.4%
Cc1ccc(C(=O)OCc2nc(N)nc(Nc3ccccc3C)n2)cc1	6.8%	10.4%	33.2%[activator]	i	-17.5%	-21.6%	27.1	1.7%	-12.6%
CCCCn1c(N)c(N(CCC(C)C)C(=O)C2CC(=O)N(CCc3ccc(OC)c(OC)c3)C2)c(=O)[nH]c1=O (stereo not drawn)	-12.3%	16.2%	14.3%	i	13.5%	21.0%	19.1	-67.3%[inhibitor]	3.9%
COc1ccc(N2CCN(C(=O)CN3CCN(c4nc(-c5ccc(F)cc5)cs4)CC3)CC2)cc1	?	?	-15.5%	i	2.5%	-6.5%	-52.2*	?	23.1µM*
Cc1cc(=O)oc2c3c(cc(OCC(=O)NC4CC4)c12)OC(C)(C)CC3	6.2%	-14.2%	-2.3%	i	1.5%	-4.2%	-11.0	-6.8%	0.0%
COCCN=C1NN=C(c2ccc(C)c([N+](=O)[O-])c2)CS1	-3.5%	-2.4%	4.5%	i	-0.8%	1.7%	-29.9	-7.7%	?
CC1CCC(NC(=O)CC(C)(C)Cc2nc3ccccc3c(=O)[nH]2)CC1 (stereo not drawn)	28.1%	-17.8%	-1.7%	?	?	?	-56.0*	21.9%	-4.1%
CCc1noc(C)c1C(=O)Nc1ccc(C#N)cc1	?	-17.9%	-19.3%	i	-8.3%	-20.2%	2.7	?	0.0%
CCN(CC)CCN(C)Cc1nc(C(c2ccccc2)c2ccccc2)no1	?	-2.3%	-2.7%	i	-4.2%	-1.1%	-64.2*	?	5.8%
CC(C)CC1C(=O)N(Cc2cn(CCC3OCCO3)nn2)CCS(=O)(=O)N1Cc1ccc(-c2cccc(CO)c2)cc1 (stereo not drawn)	.	-4.1%	-6.0%	i	4.8%	11.5%	-11.0	.	-8.6%
CCNc1ccc(C(=O)O)cc1N	-3.1%	1.8%	11.1%	i	14.0%	15.1%	4.2	-3.2%	5.1%
CC(C)(C)c1ccc(-c2nc(C#N)c(N3CCC(C(N)=O)CC3)o2)cc1	8.0%	23.7%	-19.4%	i	?	?	-94.2*	-0.3%	6.5%
COc1ccc(C(=O)c2coc3ccc(O)cc23)cc1	-0.8%	26.7%	.	i	-4.2%	14.0%	-4.3	-2.1%	1.2%
CCOC(=O)Cc1csc(NC(=O)c2cccc(Cl)c2)n1	4.1%	-4.4%	-4.3%	i	-10.8%	-5.0%	4.7	-17.6%	-4.4%
O=C(NCCC1=CCCCC1)C1CCN(Cc2cnn(-c3ccccc3)c2-n2cccc2)CC1	?	?	-20.7%	?	25.9µM*	?	-64.8*	10.9%	?
O=C(NCCCl)Nc1ncn[nH]1	1.1%	2.7%	8.9%	i	11.6%	12.8%	0.6	0.0%	7.1%
O=S1(=O)CC(N2CCN(CC3CC3)CC2)CN1C1CCCC1 (stereo not drawn)	.	-5.5%	12.1%	i	14.2%	12.3%	32.7	.	0.0%
CCCCNC(=O)NS(=O)(=O)c1ccc(NS(=O)(=O)c2ccccc2)cc1	-1.6%	-16.6%	5.2%	?	-2.7%	0.3%	-2.9	1.0%	3.3%
O=C(NCc1cccnc1)c1ccc(S(=O)(=O)N2CCCCCC2)cc1	?	?	-2.3%	i	-18.3%	0.8%	25.4	-5.4%	1.9%
Cn1cc(P(=O)(N2CCOCC2)N2CCOCC2)cc1P(=S)(N1CCOCC1)N1CCOCC1	-0.6%	-6.1%	-1.0%	i	21.3%	-2.9%	14.2	0.0%	-1.3%
CN(C)c1ccc(C(=O)c2ccccc2C(=O)O)c(O)c1	0.7%	-5.2%	1.0%	i	9.7%	6.9%	-1.3	1.3%[9.22 µM]	-19.3%
O=C(CN1CCc2cc3c(cc2C1)OCCCO3)Nc1cccc(Br)c1	16.7%	0.0%	-7.5%	i	-12.3%	-14.4%	-5.1	-8.9%	5.0%
Cc1ccsc1/C=C/C(=O)O	0.2%	0.5%	-3.5%	?	13.7%	5.7%	0.2	-2.5%	-9.2%
COc1ccc(OC)c(NC(=O)N2CCCC(C(=O)c3ccccc3OC)C2)c1 (stereo not drawn)	1.7%	19.9%	-3.9%	i	1.9%	9.1%	15.8	-7.9%	3.2%
CC(C)(C)NC(=O)C(C1CC1)n1c(=O)c(-c2cc3ccccc3[nH]2)nc2ccccc21 (stereo not drawn)	.	?	.	.	?	?	-14.0	.	?
CCCC1(C(=O)OCC)NC(c2ccc(N(C)C)cc2)C2C(=O)N(c3ccc4c(c3)OCCO4)C(=O)C21 (stereo not drawn)	-0.5%	?	-3.6%	i	10.3%[9.24 µM]	1.0%	-7.7	-2.0%	-8.1%
O=C(COC(=O)Cc1n[nH]c(=O)c2ccccc12)NNC(=O)c1ccc(Br)cc1	8.8%	0.0%	9.3%	i	-3.9%	-8.4%	41.3	-7.4%	-5.0%
COc1ccccc1CNC(=O)CCCC(=O)n1ncc2cc(C)ccc21	-6.0%	-8.7%	-12.8%	i	-1.1%	-5.8%	-3.8	-11.5%	-6.3%
O=C(CSc1nc2ccccc2o1)Nc1ccc(N2CCOCC2)cc1	8.6%	-18.6%	26.0%	i	5.5%	12.1%	0.0	4.0%	-12.5%
COc1ccc(CN2C(=O)C(C)Oc3ccccc32)cc1 (stereo not drawn)	15.2%	-22.7%	.	i	-0.1%	-5.1%	-3.2	-11.5%	-2.1%

# Only KB-V1 MDR tox and ATXN2 expr inh, for some of the entries so far:
mol	KB-V1 MDR tox	ATXN2 expr inh
CC(C)(C)NC(=O)C(C1CC1)n1c(=O)c(-c2cc3ccccc3[nH]2)nc2ccccc21 (stereo not drawn)	?	.
O=C(NCCCl)Nc1ncn[nH]1	2.7%	8.9%

# More entries follow.
Structure	MCF10A rerep	KB-V1 MDR tox	ATXN2 expr inh	S2 tox	HT1080 IDH1KD tx	HT1080NT lethal	IL-1B inflam inh	SW480 rereplic	KB-3-1 cytotox
Cc1ccc(NC(=O)c2cnccn2)nc1	-1.5%	19.7%	1.5%	i	-0.7%	0.9%	-11.2	-2.5%	3.1%
CCOc1cc(CNc2ccc(S(N)(=O)=O)cc2)ccc1OCC(=O)NC(C)(C)C	-23.6%	10.3%	-12.0%	i	-13.4%	-10.0%	0.0	-68.9%[inhibitor]	-8.1%
CCN(CC)Cc1c(O)ccc2c(=O)c(-c3ccccc3)coc12	4.7%	0.5%	6.0%	i	-1.4%	0.7%	-12.2	?	-5.2%
COc1ccc(CNC(=O)CN2C(=O)NC(c3ccccc3)(c3ccccc3)C2=O)cc1	-2.3%	-25.0%	-4.9%	i	-21.0%	-14.2%	-17.2	-1.3%	-7.9%
C=CCNC(=O)c1scc2c1CCCC2	18.1%	-3.9%	-9.7%	i	15.1%	24.4%	-16.5	-8.4%	9.5%
CCn1c(=O)n(CC(=O)Nc2ccc(F)cc2)c(=O)c2ccccc21	1.6%	-19.4%	-7.0%	i	2.1%	4.8%	-4.7	0.8%	-8.1%
COc1cccc(C2=NOC(C(=O)Nc3cc(C)on3)C2)c1 (stereo not drawn)	12.2%	8.0%	1.4%	i	13.6%	24.5%	21.1	25.7%	16.0%
Cc1cc2n(c(=O)c1C#N)CCCN2c1ccccc1	-1.2%	?	8.7%	i	0.3%	-1.4%	5.5	0.2%	-4.0%
Cc1cccc(N2CCN(C(=O)Cc3c(C(=O)O)c(C)cn3C)CC2C)c1 (stereo not drawn)	.	21.0%	10.8%	i	.	.	.	.	3.4%
COc1ccccc1Oc1ccc(-c2cnc3ccccc3n2)cc1[N+](=O)[O-]	-16.6%	?	-25.0%[11.3 µM]	?	?	?	-5.0	-8.8%	-24.8%
COc1ccc(N2CCN(C(c3nnnn3C3CCCC3)C(C)C)CC2)cc1 (stereo not drawn)	?	-9.3%	2.0%	i	8.2%	14.0%	14.4	-60.2%[inhibitor]	-6.5%
CN(c1ccccc1)S(=O)(=O)c1cccc(C(=O)OCC(=O)NCc2ccc3c(c2)OCO3)c1	9.1%	27.4%	-0.9%	i	2.4%	-5.0%	12.2	0.1%	-7.6%
C[N+]1(CCC(=O)c2ccccc2)CCCCC1	-34.0%[inhibitor]	-16.6%	12.4%	i	6.5%	19.1%	5.9	6.6%	?
COc1ccc(-c2ccc3c(c2)S(=O)(=O)c2cccc(C(=O)NCc4ccccc4Cl)c2C3=O)cc1OC	4.2%	?	-9.9%	?	8.0%	10.5%	10.7	2.5%	-1.8%
COc1ccc(C(=O)NC(C)c2nnc(SCc3ccc(Cl)c(Cl)c3)n2C)cc1 (stereo not drawn)	-2.6%	-13.4%	-2.8%	?	-25.9%	7.1%	?	-1.1%	0.3%
CC(C)CC(c1nnnn1Cc1ccccc1)N1CCC(C(N)=O)CC1 (stereo not drawn)	-1.6%	-4.3%	137.0%[activator]	i	-4.2%	10.8%	7.1	-6.8%	18.8%
Cc1ccc(CNC(=O)C2(C)Oc3ccccc3NC2=O)cc1 (stereo not drawn)	0.6%	8.2%	0.9%	i	-7.7%	3.4%	-14.8	-2.3%	13.3%
COc1ccc(NC(=S)N/N=C/c2cccn2Cc2ccc(F)cc2)cc1	18.6%	-10.4%	-4.7%	i	-4.0%	3.1%	30.7	12.6%	-6.0%
COc1cc(C)c(CN2CCC(Oc3ccc(C(=O)N4CCCC4)cc3)CC2)cc1C	-11.0%	2.9%	-12.6%	i	-11.5%	-19.8%	-12.1	1.7%	?
CN(C)CCCOc1ccc(-c2cc3nc(NCc4cccnc4)n(C)c(=O)c3s2)cn1	.	1.8%	12.6%	i	-17.1%	?	-14.6	.	0.0%
